Screening data (PubChem)
TRPC6 act: mouse TRPC6 channel activation; B-score at 10 µM; AID 2550; 310,000 compounds, 0.13% hits; HEK293-TRPC6 membrane potential dye fluorescence; hits give high values;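 active means B-score of the integrated fluorescence ratio above library mean plus 3 SD, and starting fluorescence ratio within library mean plus 5 SD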;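 further: higher score means more depolarization so channel activation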
MrgX1 PAM: allosterically activates human MrgX1 receptor signaling | B-score at 10 µM | Q96LB2 | MrgX1-HEK293, Fluo-4 calcium flux, FDSS; hits give high values | 310,000 compounds, 0.63% hits;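 active means plate-corrected calcium response at least 3 library SD above typical, normal starting fluorescence, not activating the receptor alone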;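 further: compound read alongside a low EC10 to EC30 dose of BAM8-22 agonist; peak minus trough fluorescence over baseline measured at the second addition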
TRPC4 potent: allosteric potentiators of mouse TRPC4 channel; Q9QUQ5; HEK293 TRPC4beta/mu-opioid, DAMGO EC20, Fluo-4 Ca2+ flux; hits give high values; B-score at 10 µM; 310,000 compounds, 0.42% hits;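 active means B-score of calcium response area above 5 SD of library B-scores, with initial fluorescence ratio within 5 SD of library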;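 further: B-score of integrated fluorescence ratio over time as area under calcium response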
Target sequence (Q9QUQ5 whole entry, looked up): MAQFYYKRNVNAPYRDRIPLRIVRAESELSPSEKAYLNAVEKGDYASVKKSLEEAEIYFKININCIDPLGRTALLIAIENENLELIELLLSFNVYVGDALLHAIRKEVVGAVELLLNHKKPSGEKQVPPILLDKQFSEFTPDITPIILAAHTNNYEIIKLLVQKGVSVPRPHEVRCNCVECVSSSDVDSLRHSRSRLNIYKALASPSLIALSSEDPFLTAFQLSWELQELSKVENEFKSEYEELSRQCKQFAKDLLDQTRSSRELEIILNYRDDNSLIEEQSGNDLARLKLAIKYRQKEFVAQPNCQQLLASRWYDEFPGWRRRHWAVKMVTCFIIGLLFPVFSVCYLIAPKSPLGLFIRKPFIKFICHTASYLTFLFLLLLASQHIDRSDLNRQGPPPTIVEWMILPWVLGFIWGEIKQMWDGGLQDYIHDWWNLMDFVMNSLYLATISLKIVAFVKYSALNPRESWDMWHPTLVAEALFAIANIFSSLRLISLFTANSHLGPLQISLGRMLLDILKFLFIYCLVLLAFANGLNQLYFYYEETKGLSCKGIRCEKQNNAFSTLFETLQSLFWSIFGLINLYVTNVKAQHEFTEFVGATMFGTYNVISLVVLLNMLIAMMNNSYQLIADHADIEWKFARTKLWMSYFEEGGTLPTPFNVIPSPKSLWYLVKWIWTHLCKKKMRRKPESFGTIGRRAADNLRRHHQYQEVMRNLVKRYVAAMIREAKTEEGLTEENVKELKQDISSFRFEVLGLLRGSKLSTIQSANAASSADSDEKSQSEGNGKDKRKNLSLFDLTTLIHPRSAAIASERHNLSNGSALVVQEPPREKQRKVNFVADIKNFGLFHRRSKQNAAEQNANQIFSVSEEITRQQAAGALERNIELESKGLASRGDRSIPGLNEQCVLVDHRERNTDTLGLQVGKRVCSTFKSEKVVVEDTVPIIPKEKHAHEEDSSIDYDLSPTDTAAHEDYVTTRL
HIF act: HIF pathway transcriptional activation | U2OS HRE-luciferase reporter, luminescence; normalized: DMSO 0%, desferrioxamine 100% | activation, % at 7.5 µM (by protocol) | AID 1910 | 300,000 compounds, 0.32% hits;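 active means mean activation of at least 10% of the iron chelator positive control signal, with at least half of replicates also reaching 10%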
AI-2 QS mod: modulates the Vibrio harveyi AI-2 quorum sensing system. Vibrio harveyi JMH597 AI-2 luminescence/OD600 ratio, 9 h; hits give low values; strain lacks LuxN and CqsS sensors; 0 = neutral-control median. activity change, % at 7.5 µM. 300,000 compounds, 0.4% hits; in the data active means activity change below about -75%, passing the limit was not always enough;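 further: luminescence divided by OD600 gain over 9 h not by final OD600 alone; inactives centre near 13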
PolyA inh: yeast polyadenylation inhibition; S. cerevisiae SKY197-pL101 polyadenylation reporter, beta-gal luminescence; efflux-impaired pdr1/pdr3 knockout yeast; score 100 = 6 SD above DMSO; calls only at 12 µM; 300,000 compounds, 0.02% hits; AID 1875;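 active means lowest replicate activity score at least 50, where 100 means six control SD above control mean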;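 further: yeast exposed to compound for 9 h at 30 °C; higher score means more reporter readthrough which indicates perturbed polyadenylation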
TRPC6 inh: blocks the mouse TRPC6 cation channel; HEK293-TRPC6, membrane potential dye, ACh-evoked depolarization; hits give low values; B-score at 10 µM; 310,000 compounds, 1.1% hits; AID 2553;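 active means B-score under library mean minus 3 SD, initial fluorescence not abnormally high, positive integrated signal ratio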;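 further: B-score derived from integrated fluorescence ratio over the kinetic read; more negative B-score means stronger inhibition of depolarization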
TRPC4 act: TRPC4 (mouse) channel activation. Q9QUQ5. HEK293 TRPC4beta/mu-opioid, Fluo4 calcium fluorescence; hits give high values. B-score at 10 µM. 310,000 compounds, 0.49% hits. AID 2237;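 active means B-score above 5 SD of library B-scores, and initial fluorescence ratio not above library mean plus 5 SD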;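 further: positive B-score marks a calcium rise read as TRPC4 activation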
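Material: TRPC4beta and mu-opioid receptor HEK293 stable cells | Incubation: 45 min room-temperature Fluo4 loading, 110 s read | Detection: Kinetic Fluo4 calcium fluorescence | Measure: Integrated baseline-normalised fluorescence ratio, converted to per-well B score | Benchmarks: Low control buffer alone, high control maximal DAMGO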
MrgX1 agonist: agonists of human MrgX1 receptor; Q96LB2; MrgX1-HEK293 cells, Fluo-4 calcium fluorescence, agonist mode; hits give high values; B-score at 10 µM; 310,000 compounds, 0.44% hits; AID 588627;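 active means calcium response B-score plate-corrected fluorescence ratio at least 3 library SD, with starting fluorescence B-score inside 5 SD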
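System: HEK293 cells stably expressing human MrgX1 receptor; Dosing: test compound in the initial addition of three; Schedule: overnight plating, then 30 min 37 °C plus 30 min room-temperature dye loading; Detection: kinetic calcium dye fluorescence, Fluo-4 NW; Controls: per-plate positive and negative controls for Z′ factor.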
TRPC4 block: blocks the mouse TRPC4 cation channel; HEK293 TRPC4beta/mu-opioid, DAMGO-evoked Fluo4 calcium flux; hits give low values; B-score at 10 µM; 300,000 compounds, 0.39% hits;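 active means B-score over 3 SD under the library average, no early fluorescence shift, positive overall ratio signal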
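test system = HEK293 cells with stable TRPC4beta plus mu-opioid receptor expression | detection = Fluo4 Ca2+ flux fluorescence | read-out = integrated fluorescence ratio relative to baseline, converted to per-well B score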
MrgX1 antag: antagonists of human MrgX1 receptor; 310,000 compounds, 1.3% hits; Q96LB2; B-score at 10 µM; MRGX1-HEK293 calcium flux, Fluo-4, BAM8-22 antagonism; hits give low values; AID 588676;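 active means calcium-response B-score plate-corrected more than 3 library SD below zero, starting fluorescence within 5 deviations, no agonist response on first addition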;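 further: peak minus trough fluorescence over baseline after final BAM8-22 challenge near maximal dose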
* = called active by the depositor; i = inactive; nt = not tested or not shown.

Second line of a record: TRPC6 act	MrgX1 PAM	TRPC4 potent	HIF act	AI-2 QS mod	PolyA inh	TRPC6 inh	TRPC4 act	MrgX1 agonist	TRPC4 block	MrgX1 antag
[1] CCOC(=O)c1c(C)[nH]c(C(=O)Cn2nnc(-c3ccccc3Cl)n2)c1C
    i	i	i	-42.2	9.6	i	i	i	i	i	i
[2] Cc1cccc(OCc2n[nH]c(=S)n2Cc2ccccc2)c1
    i	i	i	-0.5	1.0	i	i	i	i	i	i
[3] O=C(NCCCN1CCN(CCCNC(=O)c2cc([N+](=O)[O-])ccc2Cl)CC1)c1cc([N+](=O)[O-])ccc1Cl
    i	i	i	nt	15.3	i	i	i	i	i	i
[4] CC(C)(Oc1ccc(Br)cc1)C(=O)N1CCc2ccccc21
    i	i	i	-0.1	11.9	i	i	i	i	i	i
[5] CC1=NOC2(C1)/C(=N/O)CCC/C2=N\O (stereo unspecified)
    i	i	i	-0.3	-31.6	i	i	i	i	i	i
[6] NC(=O)C(=O)NN=C1C2CC3CC(C2)CC1C3
    i	i	i	-0.4	17.7	i	i	i	i	i	i
[7] CN(c1ncnc(N)c1[N+](=O)[O-])C1CCS(=O)(=O)C1 (stereo unspecified)
    i	i	i	2.8	7.1	i	i	i	i	i	i
[8] CN(C)c1ccc(/C=[N+](\[O-])C2SC(=S)N(C)C2(C)C)cc1 (stereo unspecified)
    i	i	i	-1.3	-6.6	i	i	i	i	i	i
[9] COc1cc(NC(=O)c2ccc(C(C)(C)C)cc2)c(OC)cc1NC(=O)CN1CCCCC1
    i	i	i	-0.4	10.0	i	i	i	i	i	i
[10] O=C(CCCN1C(=O)/C(=C/c2ccc(F)cc2)SC1=S)NC1CCS(=O)(=O)C1 (stereo unspecified)
    i	i	i	-0.4	38.2	i	i	i	i	i	i
[11] COc1ccc(-c2cccc(C(=O)N3CCOCC3)c2)cc1
    i	i	i	1.1	9.1	i	i	i	i	i	i
[12] Cc1ccccc1C1CC(c2ccc(F)cc2)Nc2nc(N)nn21 (stereo unspecified)
    i	i	i	-0.1	8.5	i	i	i	i	i	i
[13] COc1ccc(C(=O)OCC(=O)Nc2ccc(OC(F)F)cc2)c(OC)c1
    i	i	i	-0.4	29.2	i	i	i	i	i	i
[14] O=C1CSC(=Nc2ccc(Cl)cc2)N1Cc1cccnc1
    i	i	i	0.0	24.2	i	i	i	i	i	i
[15] O=C(/C=C/c1ccco1)Nc1ccc(N2CCCC2)cc1
    i	i	i	4.2	20.6	i	i	i	i	i	i
[16] CCOCCn1c(CN2CCCCC2)nc2c1c(=O)n(C)c(=O)n2C
    i	i	i	0.0	23.6	i	i	i	i	i	i
[17] Cc1cc(C)c2cc(CN(Cc3nnnn3Cc3ccc(F)cc3)C3CCCC3)c(=O)[nH]c2c1
    i	i	i	nt	10.9	i	i	i	i	i	i
[18] Cc1ccc(C(=O)CC(=O)COc2ccc(Cl)cc2)cc1
    i	i	i	0.6	-79.0*	i	i	i	i	i	i
[19] O=C(CN1/C(=C(/O)c2ccccc2)C(=O)c2ccccc2S1(=O)=O)c1ccccc1
    i	i	i	-0.1	10.7	i	i	i	i	i	i
[20] COc1cc2c3c(c1)C1(C(=O)N3C(C)(C)C=C2C)C(C#N)=C(N)Oc2cc(O)ccc21 (stereo unspecified)
    i	i	i	-0.4	6.6	i	i	i	i	i	i
[21] CC(C)Nc1ncnc2c1cnn2Cc1ccccc1Cl
    i	i	i	-0.2	27.8	i	i	i	i	i	i
[22] CCN(CC(=O)Nc1ccc(NC(C)=O)cc1)C(=O)c1cccnc1Sc1ccc(C)c(C)c1
    i	i	i	2.4	-17.8	i	i	i	i	i	i
[23] CCOC(=O)C(C)n1nc(-c2ccccc2)c2ccccc2c1=O (stereo unspecified)
    i	i	i	-0.4	35.3	i	i	i	i	i	i
[24] COC(=O)c1cc2oc3ccccc3c2n1CC(=O)N1CCCc2ccccc21
    i	i	i	0.3	7.1	i	i	i	i	i	i
[25] O=C(Nc1ccc([N+](=O)[O-])cc1)OCCc1ccccn1
    i	i	i	-34.2	28.8	i	i	i	i	i	i
[26] Nc1c2c(nc3c1CCCC3)CCCC2 (tested in a mixture with another compound)
    i	i	i	1.2	-4.3	i	i	i	i	-6*	i
[27] COc1ccc(NC(=O)CC2C(=O)N(c3ccc(F)cc3)C(=S)N2NC(=O)c2ccccc2)cc1 (stereo unspecified)
    i	i	i	0.0	-1.5	i	i	i	i	i	i
[28] COc1ccc(N2C(=NC(=O)c3ccccc3)SC3CS(=O)(=O)CC32)cc1 (stereo unspecified)
    i	i	i	0.4	13.2	i	i	i	i	i	i
[29] CC(Sc1nncn1C)C(=O)Nc1nnc(-c2ccccc2)s1 (stereo unspecified)
    i	i	i	2.2	3.9	i	i	i	i	i	i
[30] CC(C)NC(=O)c1ccccc1NC(=O)/C=C/c1ccc([N+](=O)[O-])cc1
    i	i	i	0.0	27.6	i	i	i	i	i	i
[31] c1ccc2c(c1)CCc1c-2nc2ccccc2c1N1CCOCC1
    i	i	i	-0.5	25.4	i	i	i	i	i	i
[32] Nn1c(-c2ccccn2)nnc1-c1ccccn1
    i	i	i	3.9	7.7	i	i	i	i	i	i
[33] CCCCC1=CC2=CC(=O)C(C)(OC(=O)CC)C(=O)C2=CN1CCOC (stereo unspecified)
    i	i	i	0.0	19.6	i	i	i	i	i	i
[34] CCOC(=O)C1=C(C)NC(C)=C(C(=O)OCC)C1c1ccc(C)o1
    i	i	i	-0.9	10.0	i	i	i	i	i	i
[35] Cc1cccc2cc(CN(Cc3ccco3)C(=O)c3ccncc3)c(=O)[nH]c12
    i	i	i	0.0	22.4	i	i	i	i	i	i
[36] C=CCOc1ccc(CNc2nccs2)cc1
    i	i	i	1.1	21.0	i	i	i	i	i	i
[37] COc1ccccc1OCC(=O)N/N=C1/SCC(=O)N1Cc1ccccc1
    i	i	i	-0.3	-2.2	i	i	i	i	i	i
[38] CCOc1ccc(OCCSc2nc3ccccc3n2CC(=O)O)cc1
    i	i	i	-1.5	27.8	i	i	i	i	i	i
[39] Cc1ccc(S(=O)(=O)N2CCOCC2)cc1NC(=O)C1CC(=O)N(c2ccc3c(c2)OCCO3)C1 (stereo unspecified)
    i	i	i	0.1	3.1	i	i	i	i	i	i
[40] COc1ccc(NS(=O)(=O)c2ccc(OCC(=O)N3CCOCC3)cc2)cc1
    i	i	i	0.1	8.2	i	i	i	i	i	i

One compound at a time, as listed above. Screens in order: TRPC6 act	MrgX1 PAM	TRPC4 potent	HIF act	AI-2 QS mod	PolyA inh	TRPC6 inh	TRPC4 act	MrgX1 agonist	TRPC4 block	MrgX1 antag
Record of C=CCOc1ccc(CNc2nccs2)cc1 → i	i	i	1.1	21.0	i	i	i	i	i	i
Record of O=C(Nc1ccc([N+](=O)[O-])cc1)OCCc1ccccn1 → i	i	i	-34.2	28.8	i	i	i	i	i	i

(continued)
Second line of a record: TRPC6 act	MrgX1 PAM	TRPC4 potent	HIF act	AI-2 QS mod	PolyA inh	TRPC6 inh	TRPC4 act	MrgX1 agonist	TRPC4 block	MrgX1 antag
[41] COc1ccc(Cc2nnc(-c3ccc(F)cc3)o2)cc1OC
    i	i	i	0.1	9.2	i	i	i	i	i	i
[42] Nc1nc(N)nc(-c2ccccc2O)n1
    i	i	i	1.3	7.4	i	i	i	i	i	i
[43] Cc1ccc(C2=NN(C(=O)CCC(=O)O)C(c3cccs3)C2)cc1 (stereo unspecified)
    i	i	i	0.6	38.5	i	i	i	i	i	i
[44] CCc1ccccc1NC(=O)C1CCCN1C(=O)Nc1ccc(C)cc1 (stereo unspecified)
    i	i	i	-0.2	16.7	i	i	i	i	i	i
[45] CCNC(=O)C(=O)NCC1OCCCN1S(=O)(=O)c1cccs1 (stereo unspecified)
    i	i	i	-0.5	20.0	i	i	i	i	i	i
[46] O=C(NCCc1ccc(F)cc1)Nc1ccc2c(c1)OCO2
    i	i	i	1.4	13.0	i	i	i	i	i	i
[47] COc1ccc(C(=O)Nc2c(-c3cccs3)c(=O)c3ccccc3n2C)cc1
    i	i	i	-0.2	28.5	i	i	i	i	i	i
[48] COc1cccc(OC)c1C(=O)NC(=S)NNC(=O)[C@H]1C[C@@H]1c1ccccc1
    i	i	i	0.3	60.8	i	i	i	i	i	i
[49] CCOc1ccccc1NC(=O)C1CCCN(C(=O)NCc2ccccc2)C1 (stereo unspecified)
    i	i	i	-0.1	14.7	i	i	i	i	i	i
[50] COc1cc(CNc2ccc(N3CCOCC3)cc2)ccc1OCC(=O)NC(C)(C)C
    i	i	i	-16.5	26.6	i	i	i	i	i	i
[51] O=C(Nc1ccccc1O)c1cc(S(=O)(=O)N2CCOCC2)ccc1Cl
    i	i	i	-0.9	12.9	i	i	i	i	i	i
[52] C/C(=N\NC(=O)c1c(C)nc2ccccn12)c1ccc(O)cc1O
    i	i	i	13.5*	29.2	i	i	i	i	i	i
[53] CCc1ccc(-c2cc(C)no2)cc1S(=O)(=O)NCc1ccccc1OC
    i	i	i	-0.2	13.7	i	i	i	i	i	i
[54] CC(C)C(OC(=O)c1cccs1)C(=O)NCc1ccco1 (stereo unspecified)
    i	i	i	-0.7	14.3	i	i	i	i	i	i
[55] CC(=O)Nc1ccc(N(C)S(C)(=O)=O)cc1
    i	i	i	0.4	9.9	i	i	i	i	i	i
[56] Cc1cccc(-c2ocnc2C(=O)N2CCN(C(=O)c3cccs3)CC2)c1
    i	i	i	0.7	28.6	i	i	i	i	i	i
[57] CCC(=NCCN1CCNCC1)C1=C(O)CC(C)(C)CC1=O
    i	i	i	nt	13.8	i	i	i	i	i	i
[58] Cc1ccc(CNC(=O)c2ccc3c(c2)NC(=O)CS3)cc1
    i	i	i	0.3	-1.7	i	i	i	i	i	i
[59] COc1ccc2c(c1)c1nc3ccccc3nc1n2CCn1c(=O)oc2ccccc21
    i	i	i	-0.5	20.7	i	i	i	i	i	i
[60] COc1ccccc1/C=C/C=N/NC(=O)CCn1nnc2ccccc21
    i	i	i	0.0	17.9	i	i	i	i	i	i

The list is partial (hit frequency here may not be typical).
